Screening results deposited in PubChem by several laboratories.
PostGolgi yeast – phenotypic screen on post-Golgi transport, primary screen; AID 739, 2007; post-Golgi transport phenotypic cell assay; hit rate 0.9% among 98,000; inhibition, % at 10 µM; in the data active = inhibition above about 30%;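 also: yeast cells grown in 1536-well plates; yeast grown about 18 h at 30C before absorbance read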
EphB4 ephrin blk – EphB4-ephrin-B2 interaction antagonists, primary screen, biochemical, TNYL-RAW peptide probe, fluorescence polarization. Ephrin type-B receptor 4 (Homo sapiens), P54760. inhibition, % at 7 µM. hit rate 0.15% among 97,000. EphB4 LBD / TNYL-RAW-Alexa532 peptide. AID 720, 2007;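 active = inhibition above the screen-wide mean inhibition plus 3 SD, cut at about 15% in these data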;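 also: 0% = DMSO wells and 100% = excess unlabeled TNYL-RAW peptide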
CYP2C19 inh – blockers of cytochrome P450 2C19 activity – biochemical, luminescence, ADME assay, primary screen; P33261; inhibition, % at 5 µM; CYP2C19 Supersomes, luciferin-H EGE luminescence, 30 min; hit rate 21% among 96,000;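 active = CYP2C19 inhibition above a set limit at 5 µM in the primary screen, cut at about 50% in these data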;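 also: plate controls were negative control wells for no effect and 2.5 mM tranylcypromine positive control for full effect; values of inactives mirror those of a sister screen read the other way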
Pyk2 oligo antag – antagonists of Pyk2 self-association, primary screen, Q293 cells, FERM NanoBiT luminescence, HTS; hit rate 0.83% among 99,000; z-score (the deposit names both 25 µM and 10 µM); stronger effect = lower value; AID 1347419, 2020; Protein-tyrosine kinase 2-beta (Homo sapiens), Q14289;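 active = Z-score of -3 or lower, scaled per plate to the spread of control and sample wells; inactive = z-score above -3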;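 also: negative z-score means lost luminescence so less FERM oligomerization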
Target sequence (Q14289 whole entry, looked up): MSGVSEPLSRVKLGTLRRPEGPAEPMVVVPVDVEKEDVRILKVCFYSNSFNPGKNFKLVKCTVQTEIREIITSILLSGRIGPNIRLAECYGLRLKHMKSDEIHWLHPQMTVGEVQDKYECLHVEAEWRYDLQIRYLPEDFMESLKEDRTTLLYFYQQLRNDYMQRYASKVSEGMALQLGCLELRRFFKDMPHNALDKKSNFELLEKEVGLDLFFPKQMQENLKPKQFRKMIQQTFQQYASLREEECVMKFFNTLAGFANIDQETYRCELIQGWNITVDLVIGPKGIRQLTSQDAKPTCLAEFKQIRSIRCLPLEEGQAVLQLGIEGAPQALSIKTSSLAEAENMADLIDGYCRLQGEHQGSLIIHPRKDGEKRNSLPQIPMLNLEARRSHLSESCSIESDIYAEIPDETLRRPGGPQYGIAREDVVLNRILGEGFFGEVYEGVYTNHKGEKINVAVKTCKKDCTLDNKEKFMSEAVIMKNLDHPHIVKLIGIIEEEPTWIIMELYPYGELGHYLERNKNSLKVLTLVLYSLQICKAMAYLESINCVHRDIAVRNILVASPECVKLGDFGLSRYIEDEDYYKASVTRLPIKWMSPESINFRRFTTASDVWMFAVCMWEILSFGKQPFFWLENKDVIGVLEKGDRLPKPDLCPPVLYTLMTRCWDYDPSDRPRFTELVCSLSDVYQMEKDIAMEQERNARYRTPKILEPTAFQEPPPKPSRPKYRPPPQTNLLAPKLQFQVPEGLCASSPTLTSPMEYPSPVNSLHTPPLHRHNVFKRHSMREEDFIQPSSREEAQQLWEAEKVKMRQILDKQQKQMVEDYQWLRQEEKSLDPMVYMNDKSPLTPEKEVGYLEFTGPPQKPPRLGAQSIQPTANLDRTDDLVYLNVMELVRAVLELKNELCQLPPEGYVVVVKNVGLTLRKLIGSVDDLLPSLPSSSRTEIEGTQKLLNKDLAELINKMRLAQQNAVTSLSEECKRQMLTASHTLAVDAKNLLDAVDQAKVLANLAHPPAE
Ecoli WT expand – growth inhibitors of wild-type E. coli, primary screen, strain BW25113, expanded library, OD600; hit rate 0.15% among 98,000; growth inhibition, % at 100 µM; OD600 absorbance; AID 710, 2007;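 active = growth inhibition above about 50% at one test dose, limit read from the data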;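 also: growth measured after 20 h incubation at 37 °C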
PLAP act – PLAP enzyme activators, biochemical, luminescence, HTS; AID 696, 2007; Alkaline phosphatase, placental type (Homo sapiens), P05187; purified PLAP enzyme, luminescent substrate read-out; stronger effect = higher value; hit rate 1.2% among 96,000; activation fold at 20 µM; in the data active = activation fold above about 2
CYP2C9 inhib – blockers of cytochrome P450 2C9 activity – biochemical, luminescence, ADME assay, primary screen | P11712 | CYP2C9 Supersomes, luciferin-H conversion | inhibition, % at 5 µM | hit rate 20% among 96,000;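 active = blocking of liver enzyme CYP2C9 beyond about 50% at 5 µM, limit read from the data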; also: values of inactives mirror those of a sister screen read the other way
CYP2C19 activ – human CYP2C19 activators, primary screen, biochemical, luminescence. recombinant CYP2C19, luciferin-H EGE luminescence; stronger effect = higher value; 0 = fully inhibited enzyme, 1 = untreated enzyme. 96,000 tested, under 10 active. Cytochrome P450 2C19 (Homo sapiens), P33261. activation factor at 5 µM;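 active = activation factor of at least 2 at 5 µM in the primary screen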;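 also: 0 = wells with 2.5 mM tranylcypromine and 1 = vehicle-only wells; values of inactives mirror those of a sister screen read the other way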
CYP2C9 act – human CYP2C9 activators, primary screen, biochemical, luminescence; recombinant CYP2C9, luciferin-H conversion; stronger effect = higher value; factor 1 = untreated enzyme, 0 = blocked; hit rate 1.4% among 96,000; activation factor at 5 µM; Cytochrome P450 2C9 (Homo sapiens), P11712;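 active = activation factor of 2 or more for CYP2C9 at a 5 µM dose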;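 also: 0 = sulfaphenazole-blocked wells and 1 = vehicle-only wells; values of inactives mirror those of a sister screen read the other way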
* hit, by the source's call; x = no result given. Not a hit list. Share with any hit: about 31%.

Every second line gives: PLAP act, Pyk2 oligo antag, PostGolgi yeast, CYP2C19 inh, CYP2C9 inhib, CYP2C9 act, Ecoli WT expand, EphB4 ephrin blk, CYP2C19 activ
- CN(CC(=O)O/N=C(\N)c1cccc([N+](=O)[O-])c1)S(=O)(=O)c1ccccc1
  0.7, 0.55, -5.0, 58.6*, 12.2, 0.9, 8.0, 6.3, 0.4
- CCCCCOC(=O)Nc1nnc(CCCCC)s1
  1.5, -0.07, 14.1, 5.0, 42.1, 0.6, 1.0, 5.5, 0.9
- CCCn1c2c(c(O)c(C(=O)Nc3ccc(OCC)cc3)c1=O)CCCC2
  0.9, 0.59, 0.9, -1.8, 52.4*, 0.5, -12.0, -0.1, 1
- c1ccc(C(c2ccccc2)N2CCN(c3nc4ccccc4n4cnnc34)CC2)cc1
  1.2, x, 15.2, -12.3, 12.2, 0.9, 0.0, 7.1, 1.1
- N#C/C(=C\N1CCN(Cc2ccc3c(c2)OCO3)CC1)c1nc2ccccc2s1
  1.2, -0.14, 2.3, 89.2*, 48.7, 0.5, -12.0, 8.7, 0.1
- CN1CCNC(=O)C1CC(=O)O (stereo not drawn)
  1, -0.26, 8.6, -16.9, -8.4, 1.1, 0.0, -2.4, 1.2
- O=C(OCCN1C(=O)c2ccccc2C1=O)c1cccs1
  1.2, 0.66, -5.1, 45.9, 28.3, 0.7, 7.0, -9.5, 0.5
- Cc1nnc(NC(=O)c2sc3ccccc3c2Cl)s1
  1.4, 0.19, 6.3, 18.8, 55.3*, 0.4, 0.0, -2.5, 0.8
- CCCCc1ccc(NC(=O)N[C@H](C(=O)O)C(C)CC)cc1 (stereo partly drawn)
  1.5, 0.76, 4.3, -1.8, 46.5, 0.5, -11.0, 3.8, 1
- Cc1onc(-c2ccccc2Cl)c1C(=O)N1C=CC(C(F)(F)Cl)=NCC1
  0.9, -1.04, 10.7, 56.0*, 31.9, 0.7, -2.0, -3.8, 0.4
- CCN(CC)S(=O)(=O)c1cccc(-c2nnc(SCC(=O)NCCC3=CCCCC3)n2N)c1
  1.6, 1.37, -1.9, 17.7, 38.2, 0.6, -3.0, 0.1, 0.8
- Cc1cc(F)ccc1S(=O)(=O)Nc1ccccc1C(=O)Nc1ncn[nH]1
  2.9*, -1.68, 15.1, 94.0*, 40.5, 0.6, 8.0, x, 0.1
- CN1CCN(C(=O)c2ccc3c(=O)n(Cc4ccco4)c(=S)[nH]c3c2)CC1
  1.5, 1.54, -0.9, 23.7, 42.6, 0.6, 5.0, 0.2, 0.8
- CC(C)(C)C(=O)COC(=O)c1cccc(NC(=O)c2ccco2)c1
  0.9, -0.71, -1.1, 17.7, 19.5, 0.8, -6.0, -1.8, 0.8
- O=C(CCc1nc2ccccc2c(=O)[nH]1)N1CCN(C/C=C/c2ccccc2)CC1
  1.5, 1.19, 18.8, 33.0, 51.8*, 0.5, 5.0, -8.6, 0.7
- O=C1OC(Nc2nc3ccccc3s2)c2ccccc21 (stereo not drawn)
  1, 0.44, 17.2, -14.6, -9.2, 1.1, 8.0, -7.0, 1.1
- CCCCn1nc2cc(C(=O)NC3CCc4ccccc43)ccc2c1OCC (stereo not drawn)
  1.5, x, 4.0, 17.7, 55.6*, 0.4, -6.0, 4.5, 0.8
- CCOc1ccc2nc(NC(=O)CS(=O)(=O)c3ccc(C)cc3)sc2c1
  1, 0.37, 1.4, 5.9, 19.8, 0.8, -19.0, -3.1, 0.9
- O=C(CN1CCOc2ccccc21)NCc1ccco1
  0.9, x, -3.9, 46.2, 40.9, 0.6, 2.0, -1.9, 0.5
- COc1ccccc1CNC(=O)CCNC(=O)Cn1cnc2ccccc2c1=O
  1.1, 0.35, -21.2, -4.9, 5.8, 0.9, 4.0, -12.0, 1
- COc1ccc(N(CC(=O)NC2CCCC2)C(=O)c2ccc(N3CCCCC3)nc2)cc1
  1.7, 0.55, 4.9, 10.7, 78.2*, 0.2, 9.0, -0.6, 0.9
- Cc1cccc(C)c1Nc1nnc(SCC(=O)NCc2ccco2)s1
  0.9, -0.2, -5.8, 69.5*, 19.5, 0.8, 9.0, -1.3, 0.3
- Cc1cc(C)cc(COn2ccnc2)c1
  1, -0.51, 11.5, 68.7*, 45.9, 0.5, 3.0, 7.0, 0.3
- CC[n+]1ccc(C)c2cc(S(=O)C(F)(F)F)ccc21 (stereo not drawn)
  0.9, -1.04, -2.1, -7.5, 37.1, 0.6, 6.0, 2.3, 1.1
- CC(C(=O)O)N1C(=O)c2cccc3cccc1c23 (stereo not drawn)
  1, 1.65, -5.6, -13.8, -6.4, 1.1, -4.0, 1.5, 1.1
- COc1cc(/C=C/C(=O)NNc2c(F)c(F)cc(F)c2F)ccc1OC(F)F
  0.9, 0.64, -3.1, 72.8*, 8.2, 0.9, -6.0, 2.3, 0.3
- CCCNC(=O)NC(=O)CSc1ccc2c(c1)OCCO2
  1, 0.09, 10.5, 75.6*, 3.1, 1, 11.0, -2.0, 0.2
- COCCN(C(=O)c1csnn1)C(C(=O)NC1CCCCC1)c1sccc1C (stereo not drawn)
  1.4, 0.16, 2.4, 23.7, -6.8, 1.1, 1.0, 0.0, 0.8
- Cc1nc(C)c(C(=O)N/N=C/c2cn(C)c3ccccc23)s1
  1.9, 0.61, 0.5, 52.9*, -23.5, 1.2, 4.0, 1.3, 0.5
- Cn1ncc([N+](=O)[O-])c1C(=O)Nc1nc2ccccc2n1CCN1CCCCC1
  1.6, 0.28, 4.7, 4.5, -1.9, 1, 7.0, -7.6, 1
- O=C1NC(=O)/C(=C/c2ccccc2Oc2ccc(Cl)cc2)S1
  1.3, -0.97, 26.4, 16.3, 71.6*, 0.3, -13.0, -2.0, 0.8
- Cn1nc(-c2ccc(Cl)cc2)c2cc(C(=O)NCCCN3CCCC3)sc21
  1.6, x, 2.6, -6.2, -2.7, 1, 1.0, -8.8, 1.1
- CCC1c2ccc(C)n2CCN1C(=O)Nc1cc(Cl)ccc1OC (stereo not drawn)
  x, 0.69, 1.8, x, x, x, -3.0, -1.1, x
- N#Cc1c(NC(=O)CN2CCOCC2)oc(-c2ccccc2)c1-c1ccccc1
  1.6, -0.21, -5.3, 12.0, 44.6, 0.6, -8.0, -11.6, 0.9
- CCCCNc1nc2ccccc2n1CC(=O)N1CCc2ccccc2C1
  1.1, 0.43, -0.8, 58.4*, 37.3, 0.6, 2.0, -2.6, 0.4
- Nc1nc(-c2ccc3c(c2)OCCO3)cs1
  0.9, -0.22, 0.7, 35.6, 42.3, 0.6, 17.0, x, 0.6
- Cc1nn(CCc2n[nH]c(=S)n2C)c(C)c1Br
  0.9, 0.53, -11.6, -0.4, -0.3, 1, 2.0, 4.9, 1
- CCOc1ccc(-c2ncncc2-c2ccc(OC)cc2)c(O)c1
  1, -1.07, 3.4, 32.6, 53.7*, 0.5, 6.0, -3.3, 0.7
- CNC(=O)c1snnc1-c1ccccc1
  1.1, 0.2, 6.7, 7.3, 17.5, 0.8, 0.0, 5.2, 0.9
- O=C1/C(=C\Nc2ccc(OC(F)(F)F)cc2)CCN1c1ncccn1
  0.9, -0.73, -6.7, 17.9, 14.1, 0.9, 1.0, 5.2, 0.8
- O=S(Cc1cc(Oc2ccccc2)nc(-c2ccccc2)n1)c1ccccc1 (stereo not drawn)
  1.3, -2.12, 4.5, 84.4*, 77.6*, 0.2, -19.0, 0.8, 0.2
- COC(=O)c1ccc(NC(=O)CCS(=O)(=O)c2ccc(Br)s2)cc1
  1, 0.69, -2.3, 20.9, 60.6*, 0.4, -8.0, -2.4, 0.8
- C/C(=N\N=C(/N)SC1CC(=O)N(c2ccc(Cl)cc2)C1=O)c1cccs1 (stereo not drawn)
  x, 0.28, -5.5, 14.2, -29.0, 1.3, -10.0, 7.6, 0.9
- O=C(CSc1c[nH]c2ccccc12)NCc1ccc2c(c1)OCO2
  0.8, x, -2.0, 100.4*, 95.5*, 0, -1.0, 4.4, 0
- O=C1CCCN1c1ccc(S(=O)(=O)NCCc2ccc(Cl)cc2)cc1
  0.7, 0.77, -2.8, 80.3*, 84.5*, 0.2, -2.0, -3.0, 0.2
- COC(=O)C(Cc1c[nH]c2ccccc12)NC(=O)C(C)C (stereo not drawn)
  1, -0.25, 0.2, 18.3, 7.8, 0.9, -1.0, -4.5, 0.8
- c1ccc(OCc2nn3c(-c4cccnc4)nnc3s2)cc1
  0.9, 0.41, x, 31.9, 16.2, 0.8, x, x, 0.7
- c1ccc(OCc2nnc3sc(-c4cccs4)nn23)cc1
  0.9, 1.32, -4.4, 53.2*, 58.4*, 0.4, -6.0, x, 0.5
- CCCn1c(=O)c2c(C(=O)OCC)cc(-c3ccco3)nc2n(CCC)c1=O
  1.7, 1.21, 6.1, 30.5, 60.9*, 0.4, -4.0, 8.2, 0.7
- COc1ccccc1Oc1ccccc1C(=O)O
  0.9, -0.54, -1.7, -5.7, -11.8, 1.1, 4.0, -4.7, 1.1
- CC1Cc2ccccc2N1S(=O)(=O)c1cccc(C(=O)NC2CC2)c1 (stereo not drawn)
  1.1, 0.04, 9.3, 36.5, -70.2, 1.7, 8.0, x, 0.6
- COc1ccc(Oc2nccc(-c3ccc(Cl)cc3)n2)cc1
  1, -0.32, -1.9, 23.6, -5.4, 1.1, 2.0, 8.7, 0.8
- CC(C)CC(NC(=O)C1CCCCC1)C(=O)NCc1ccccn1 (stereo not drawn)
  1, 0.91, -1.4, -3.9, -13.7, 1.1, 6.0, x, 1
- CCOC(=O)CC(=O)CSc1nnc2sc3ccccc3n12
  0.9, 0.41, 3.9, 8.8, -131.6, 2.3*, -7.0, -6.4, 0.9
- COc1ccc(NC(=O)CN2CCN(c3ccccc3F)CC2)cc1
  1.4, 1.03, -5.0, 55.0*, 68.5*, 0.3, 5.0, 2.3, 0.4

Entries above with bromine, in the order listed:
Every second line gives: PLAP act, Pyk2 oligo antag, PostGolgi yeast, CYP2C19 inh, CYP2C9 inhib, CYP2C9 act, Ecoli WT expand, EphB4 ephrin blk, CYP2C19 activ
- Cc1nn(CCc2n[nH]c(=S)n2C)c(C)c1Br
  0.9, 0.53, -11.6, -0.4, -0.3, 1, 2.0, 4.9, 1
- COC(=O)c1ccc(NC(=O)CCS(=O)(=O)c2ccc(Br)s2)cc1
  1, 0.69, -2.3, 20.9, 60.6*, 0.4, -8.0, -2.4, 0.8
